# Screening data deposited in PubChem BioAssay by National Center for Advancing Translational Sciences (NCATS).
# 12-LOX inh: ALOX12 (human) lipoxygenase inhibition; purified 12hLO, xylenol orange hydroperoxide absorbance; P18054; Potency, µM (titrated, usually from 108 µM), for the others: at the top dose activity change, negative = inhibition, hits mostly inhibitors; hit rate 1.1% among 580,000; note: % is set by controls: 0 for no effect and ±100 for the full control effect
#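 Purified human 12hLO at 150 nM in 25 mM Hepes, 0.01% Triton X-100, pH 7.0, preincubated 15 min at room temperature with compound. Reaction started with 40 uM arachidonic acid, 30 min at room temperature. Hydroperoxide measured by Fe-xylenol orange, 573/405 nm absorbance ratio.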
# Pin1 inhibitor: inhibitors of human Pin1 | Pin1 FP peptide displacement, HiFluor488, 10 min | hit rate 0.009% among 390,000 | Potency, µM (top dose mostly 115 µM), without a hit: at the highest dose activity, negative = inhibition, hits mostly inhibitors | Q13526; active = well fitted inhibition curve with a large enough effect in the polarisation, with a control signal flat, not every such curve was filed as active; inconclusive = small, poorly fitted or top-dose-only effect, or effect the other way, or a change in a side signal; inactive = no such curve, though single readings can be large or run the other way; the % refers to the polarisation; note: % is set by controls: 0 for no effect and ±100 for the full control effect
# Target sequence (Q13526 whole entry, looked up): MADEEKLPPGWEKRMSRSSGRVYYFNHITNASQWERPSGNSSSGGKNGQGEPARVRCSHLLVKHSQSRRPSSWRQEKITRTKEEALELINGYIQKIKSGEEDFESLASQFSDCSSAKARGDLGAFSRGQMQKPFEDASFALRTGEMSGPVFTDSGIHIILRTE
# HP1b binding inh: blocks HP1-beta chromodomain binding to methylated histone tails; P83916; AlphaScreen HP1-beta / biotin-H3K9me3 peptide binding; Potency, µM (highest dose often 114 µM), for inactives: at the top dose activity change, negative = inhibition, hits mostly inhibitors; hit rate 0.56% among 390,000; AID 540317; note: nearly all actives have a fitted effect of over 70% in size; inactives centre near 23
# Target sequence (P83916 whole entry, looked up): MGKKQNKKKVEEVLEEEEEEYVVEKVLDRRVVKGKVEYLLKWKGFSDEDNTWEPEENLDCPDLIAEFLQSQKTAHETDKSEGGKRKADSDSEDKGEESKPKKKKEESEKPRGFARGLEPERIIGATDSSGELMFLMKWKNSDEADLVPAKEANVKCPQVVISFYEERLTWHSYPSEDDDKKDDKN
#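 HP1-beta protein (50 nM final) preincubated 30 min at room temperature with biotinylated H3(1-18)K9me3 peptide (50 nM) in PBS pH 7.4, 0.01% Tween-20, then compound added for 30 min. AlphaScreen streptavidin donor/nickel chelate acceptor beads (10 ug/mL final), 30 min dark, luminescence read.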
# TrxR1 inh: inhibitors of rat thioredoxin reductase 1; hit rate 1% among 390,000; AID 588453; O89049; Potency, µM (highest dose often 114 µM), inactives show at the top dose activity change, negative = inhibition, usual class: inhibitors; recombinant rTrxR1, NADPH fluorescence consumption, selenite substrate; note: % is set by controls: 0 for no effect and ±100 for the full control effect; nearly all actives have a fitted effect of over 65% in size
# Target sequence (O89049 whole entry, looked up): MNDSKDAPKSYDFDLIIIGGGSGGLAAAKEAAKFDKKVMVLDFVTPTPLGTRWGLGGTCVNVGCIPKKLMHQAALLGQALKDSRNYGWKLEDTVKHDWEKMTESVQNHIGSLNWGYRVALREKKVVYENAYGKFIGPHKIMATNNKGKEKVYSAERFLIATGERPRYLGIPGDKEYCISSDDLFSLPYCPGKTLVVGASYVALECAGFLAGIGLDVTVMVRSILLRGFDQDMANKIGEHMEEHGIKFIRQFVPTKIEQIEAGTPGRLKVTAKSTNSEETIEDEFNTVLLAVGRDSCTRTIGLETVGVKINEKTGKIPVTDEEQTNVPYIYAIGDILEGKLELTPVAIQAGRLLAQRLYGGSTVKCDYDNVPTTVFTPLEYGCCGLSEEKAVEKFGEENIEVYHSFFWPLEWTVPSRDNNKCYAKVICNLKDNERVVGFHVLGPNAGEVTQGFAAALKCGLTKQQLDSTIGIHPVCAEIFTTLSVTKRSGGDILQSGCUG
#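 Rat TrxR1 (90 nM in the dispensed reagent) was pre-reduced with 400 uM NADPH for 5 min at room temperature, then incubated with compound for 15 min. After 400 uM selenite was added, NADPH fluorescence (Ex 340/Em 450 nm) was followed for 8 min.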
# RGS4 inh: blocks human RGS4-accelerated GTP hydrolysis | Transcreener GDP fluorescence polarization, RGS4-accelerated GTP hydrolysis | hit rate 0.039% among 390,000 | Potency, µM (highest dose often 114 µM), without a hit: top-dose activity change, negative = inhibition, hits mostly inhibitors; note: % is set by controls: 0 for no effect and ±100 for the full control effect; nearly all actives have a fitted effect of over 75% in size; some results filed as inactive show a strong effect at the top dose
# Target sequence (P49798 whole entry, looked up): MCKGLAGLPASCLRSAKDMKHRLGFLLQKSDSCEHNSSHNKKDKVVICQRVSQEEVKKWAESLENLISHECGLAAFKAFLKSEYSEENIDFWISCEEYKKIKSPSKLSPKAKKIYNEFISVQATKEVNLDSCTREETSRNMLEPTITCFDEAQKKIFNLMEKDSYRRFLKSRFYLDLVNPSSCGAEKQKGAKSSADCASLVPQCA
#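 MLSMR compounds (23 nl, pin-transferred) preincubated 10 min at room temperature with a 500nM (2x) first reagent, then RGS4 at 900nM (2x) plus Transcreener GDP mix added; fluorescence polarization (620/688 nm) read before and after 90 min at 30 °C.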
# Tb PGK inh: blocks T. brucei phosphoglycerate kinase | PGK/GAPDH coupled, Kinase-Glo luminescence, 60 min | Potency, µM (doses to about 57.5 µM), for inactives: at the top dose activity change, negative = inhibition, hits mostly inhibitors | hit rate 0.043% among 380,000 | AID 602233 | P07378; note: % is set by controls: 0 for no effect and ±100 for the full control effect; nearly all actives have a fitted effect of over 60% in size
#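 Luminescent ATP detection (Kinase-Glo Plus) follows a 60-minute room-temperature incubation, with wells lacking PGK as controls. Buffer: 100 mM TEA (pH 7.6), 5 mM MgCl2, 0.01% Tween-20. Coupling enzyme GAPDH (100 nM final) supplies unstable 1,3-BPG in-well.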
# GLS inhibitor: glutaminase GLS (human) inhibition; hit rate 0.21% among 410,000; O94925; Potency, µM (titrated, usually from 45.5 µM), for inactives: top-dose activity change, negative = inhibition, actives largely listed as inhibitors; GLS enzymatic activity, qHTS titration; AID 624170; note: % is set by controls: 0 for no effect and ±100 for the full control effect
#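 hKGA in 45 mM KH2PO4 pH 8.2, 0.02% Tween-20 with pin-transferred compounds; 1 mM L-glutamine (stock) plus glutamate oxidase/HRP/Amplex Red coupling added. Fluorescence read initially and after 30 min at RT.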
# ERG-DNA inh: ERG Ets/DNA interaction inhibition | hit rate 0.028% among 370,000 | AID 624246 | fluorescence polarization, His-ERG Ets domain / labelled DNA | Potency, µM (series often up to 76.9 µM), for the others: at the top dose FP activity, negative = inhibition, hits mostly inhibitors | P11308; active = well fitted inhibition curve with a large enough effect in the polarisation, with a control signal flat; inconclusive = small, poorly fitted or top-dose-only effect, or effect the other way, or a change in a side signal; inactive = no such curve, though single readings can be large or run the other way; the % refers to the polarisation;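 note: polarization taken with two DNA probes labelled with fluorescein and Texas red; % of control where 0% means no effect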
#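 His-tagged ERG Ets domain (1 uM in the protein solution; 300mM KCl, 50mM Tris-HCl, 1mM EDTA, 1mM DTT, pH 7.5) received compound, then a probe mix of 5 nM fluorescein-DNA and 100nM Texas-615-DNA. Fluorescence polarization was read for both dyes.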
# JMJD2A Tudor: JMJD2A Tudor domain (human) inhibition. hit rate 4.4% among 390,000. Potency, µM (series often up to 114 µM), inactives show top-dose activity change, negative = inhibition, hits mostly inhibitors. AlphaScreen JMJD2A-Tudor / H3K4me3 peptide binding. O75164; note: % is set by controls: 0 for no effect and ±100 for the full control effect; nearly all actives have a fitted effect of over 50% in size
# An asterisk follows results filed as active; i = inactive; ? = inconclusive; / = not tested or not shown; [ ] = dose if it differs, or a comment. Unless noted, calls come from the whole dose curve; as a rule, active = well fitted curve in the direction sought with a large enough effect; inconclusive = small, poorly fitted or top-dose-only effect, or another doubt; inactive = no such curve, though single readings can be large; an effect the other way counts as inactive or inconclusive. Potency is the fitted concentration of half-maximal effect.
mol,ERG-DNA inh,Tb PGK inh,GLS inhibitor,JMJD2A Tudor,RGS4 inh,12-LOX inh,Pin1 inhibitor,HP1b binding inh,TrxR1 inh
Cc1ccc(S(=O)(=O)N2CCCC(C(=O)NCCc3ccc(S(N)(=O)=O)cc3)C2)cc1 (stereo unspecified),-1%,0%,-18%,-5%,-5%,3%,-10%,21%,6%[57.1 µM]
O=C(NC(=S)Nc1ccc2c(c1)OCCO2)c1ccco1,6%,13%,-3%,?,-17%,-19%,-1%,-16%,12%[57.1 µM]
Cc1ccccc1NC(=O)C1CCCN1S(=O)(=O)c1cccc2cccnc12 (stereo unspecified),1%,i,-3%,-13%,1%,/,2%,31%,12%
CCN(CCNC(=O)CN(C)S(=O)(=O)c1cccc2nsnc12)c1ccccc1,3%,-6%,38%[activator],?,-5%,-3%,-10%,-2%,8%[57.1 µM]
N#CCC(=O)Nc1ccc(C(=O)Nc2cccnc2)cc1,-6%,4%,2%,-9%,10%[56.9 µM],2%,3%,61%[activator],25%[57.1 µM]
CSc1nc(N)nc2c1ncn2CC(=O)NCCCc1ccccc1,-2%,7%,7%,-12%,12%,2%,-1%,22%,19%
CSC1=NC2(C)CCCCC2C12C=CC(=O)C=C2 (stereo unspecified),-9%,-7%,0%,-13%,5%,1%,5%,22%,-22%
O=C(Nc1sc2c(c1C(=O)NC1CCCCC1)CCC2)c1ccco1,-2%,-2%,1%,-9%,-5%,?,25%,32%[activator],11%
CCOc1ccc(NC(=O)Nc2ccc3c(c2)CCC3)cc1,-13%,-2%,-2%,-28%,-19%,-7%,-4%,60%[activator],46%[activator]
COc1cc(C(=O)OCC(C)=O)cc(NC(=O)c2ccco2)c1OC,-21%,-10%,7%,-12%,21%,-6%,-7%,40%[activator],18%
c1ccc(Nc2nc(-c3ccncc3)cs2)nc1,0%,-8%,4%,-24%,14%,0%,?,29%,-17%
CCNC(=O)/C(=C/c1ccco1)NC(=O)/C=C/c1ccccc1,-8%,0%,1%,-17%,13%,13%,-17%,23%,?
CN(C)S(=O)(=O)c1ccc2c(c1)C(=NNC(N)=O)c1cc(S(=O)(=O)N(C)C)ccc1-2,-1%,-4%,-4%,1%,30%,4%,-1%,37%,22%
CCOC(=O)Cc1csc(NC(=O)c2cc(OC)cc(OC)c2)n1,-16%,-2%,-10%,79µM*,-52%,?,0%,25%,4%
FC(F)(F)c1cc(-c2ccccc2)nc(-n2cc(Cl)cn2)n1,2%,-6%,-1%,22%,-1%,-3%,1%,43%[activator],45%[activator]
COc1ccc(-c2nc(O)c3cnccn23)cc1,3%,-5%,25%,-14%,-17%,-16%,10%,17%,-20%
CCCC(=O)Nn1cnc2c(c1=O)C1(CCCC1)Cc1ccccc1-2,-1%,-4%,-13%,-6%,-12%,0%,4%,51%[activator],4%
COc1ccc(NCc2nnc(SCC(=O)NNC(=O)c3ccc(C)cc3)n2C)cc1,4%,7%,?,-17%,1%,6%,3%,8%,4%[57.1 µM]
CCOc1ccc2cc(C#N)c(SCC(=O)N3CCC(C)CC3)nc2c1,-3%,11%,12%,-6%,-13%,-9%,0%,38%,41%[activator]
NC(=O)NOCc1c(Cl)cccc1Cl,3%[15.4 µM],7%,7%,-5%,-21%,-3%,2%,-12%,10%[11.4 µM]
O=C(NCCc1nnc2ccc(NCc3ccccc3Cl)nn12)c1ccccc1,-8%,-2%,3%,-15%,12%,0%,11%,32%,3%
Cc1ccc(C)c(NS(=O)(=O)c2cc(Br)cnc2N)c1,-1%,4%,11%,-5%,11%,16%,1%,19%,12%[57.1 µM]
COc1ccc(NC(=O)NCCCN2CCCC2=O)c(OC)c1,5%,-26%,/,28%,-18%,-17%,-2%,25%,9%
O=C(Nc1ccc(Cl)c(Cl)c1)Nc1nccs1,28%,-1%,-3%,-20%,-10%,?,-5%,13%,23%
CCC(=O)c1ccc(OCC(=O)NCC2(N3CCCCC3)CCCCC2)cc1,-1%,-8%,0%,-4%,-14%,10%,-9%,58%[activator],2%[57.1 µM]

mol,ERG-DNA inh,Tb PGK inh,GLS inhibitor,JMJD2A Tudor,RGS4 inh,12-LOX inh,Pin1 inhibitor,HP1b binding inh,TrxR1 inh
CCOC(=O)c1ccc(NC(=O)CSc2nnc(CNC(=O)c3c(F)cccc3Cl)o2)cc1,-7%,-7%,7%,-22%,-10%,0%,0%,6%,12%
CCCCCCC1CC(CSc2ncn[nH]2)OC1=O (stereo unspecified),7%,-5%,3%,3%,45%,-1%,2%,38%,33%
COc1ccc(C(=O)NCC(=O)N2CCc3ccccc3C2)cc1,-14%,3%,5%,-8%,-9%,-17%,2%,37%[activator],1%[57.1 µM]
O=C(O)C1C2C=CC(C2)C1C(=O)Nc1ccccc1Br (stereo unspecified),-3%,?,101%[activator],?,-11%,-26%,-6%,-10%,16%[57.1 µM]
CCOC(=O)C(CC)Sc1nc2c(c(=O)[nH]c(=O)n2C)n1C/C=C(/C)Cl (stereo unspecified),0%,-6%,?,18µM*,-46%[11.4 µM],?,1%,-11%,18%[57.1 µM]
Brc1ccc(OCCOCCOc2cccc3cccnc23)cc1,6%,i,4%,-8%,-24%,9%,1%,55%[activator],1%
NS(=O)(=O)c1ccc(N2CCN(S(=O)(=O)Cc3ccccc3)CC2)nc1,-3%,-6%,-3%,-10%,-10%,2%,30%,23%,-4%
COc1ccccc1N1CCN(C2CCCN(C(=O)CN3CCCC3=O)C2)CC1 (stereo unspecified),8%,-8%,-5%,3%,-33%,0%,-2%,23%,-14%
CC(=O)c1c(C)[nH]c(C(=O)OCc2ccccc2)c1C,-1%,-5%,-14%,-17%,-6%,0%,-16%,12%,5%[57.1 µM]
CCN(CC)S(=O)(=O)c1ccc2[nH]c(=O)cc(C(=O)Nc3ccc(C)c(S(=O)(=O)N(CC)CC)c3)c2c1,-1%,i,2%,-32%,2%,-27%,7%,-5%,0%[57.1 µM]
COCCN(CC(=O)Nc1ccccc1C(F)(F)F)C(=O)/C=C/c1cc(Cl)c2c(c1)OCO2,1%,i,-3%,-22%,-5%,-81%,11%,28%,-8%
Cc1noc(C)c1COc1cccc(C(=O)NC(C)(C)C)c1,-10%,-1%,-6%,-20%,-4%,341%[activator],-5%,40%[activator],24%
Cc1nc2c3cc(Cl)ccc3n(CCN3CCCCC3)c2s1,2%,-11%,17%,?,-6%,-22%,6%,-14%,15%
COc1ccc(C(=O)Nc2ccccc2C(=O)NCc2ccco2)cc1OC,-1%,i,-1%,-29%,-16%,0%,8%,17%,-11%
COc1ccccc1C(=O)NCCC(=O)NCc1ccccn1,-20%,-4%,-1%,-4%,1%,2%,-5%,41%[activator],24%
CCSc1ccccc1C(=O)Nc1cccc(OC)c1,10%,1%,4%,-4%,-2%,-11%,-4%,34%,10%[57.1 µM]
O=C(Nc1cccc(OC(F)(F)F)c1)c1ccc(Br)o1,4%,2%,12%,-4%,23%,-19%,4%,20%,-13%
Cc1ccc(-c2cc(C(=O)Nc3ccc(S(=O)(=O)Nc4ncccn4)cc3)c3ccccc3n2)cc1,1%,-1%,1%,-4%,-34%,-1%,18%,29%,-7%
CC1(C)Oc2ccc(C(=O)NNC(=O)Nc3ccccc3)cc2NC1=O,-2%,1%,?,-19%,2%,0%,7%,4%,18%
Cc1ccnc(NS(=O)(=O)c2ccc(NC(=O)c3ccccc3F)cc2)n1,-5%,-1%,-1%,-17%,10%,0%,-2%,34%,22%
Cc1cc(/C=C2\C(=O)NN(c3ccccc3)C2=O)c(C)n1-c1ccccc1O,-24%,-11%,-17%,-6%,25%,-19%,-3%,36%,6%
CCOc1ccc(Nc2cc(C)c(C#N)c3nc4ccccc4n23)cc1,2%,-1%,3%,-3%,-14%,0%,1%,45%[activator],-21%
Cc1cccc(Cc2cccc(C)c2O)c1O,-9%,-7%,5%,-11%,5%,-10%,-6%,-6%,34%[activator]
Cc1cc(C)c(S(=O)(=O)c2ccccc2C)c(OCC(C)(C)C)n1,0%,-3%,5%,29%,20%,157%[activator],?,60%[activator],-7%[57.1 µM]
CCc1nnc(NS(=O)(=O)c2ccc(Nc3ccc4nonc4c3[N+](=O)[O-])cc2)s1,6%,i,11%,-13%[11.4 µM],-45%,?,-10%,-5%,9%[57.1 µM]

mol,ERG-DNA inh,Tb PGK inh,GLS inhibitor,JMJD2A Tudor,RGS4 inh,12-LOX inh,Pin1 inhibitor,HP1b binding inh,TrxR1 inh
CCOC(=O)C/C(C)=N/NC(=O)CN(c1ccc(Br)cc1)S(=O)(=O)c1ccccc1,-4%,-5%,15%,-30%,-4%,22%,-1%,3%,-4%
CC(=O)NCCC(=O)Nc1nc(-c2cccs2)c(-c2cccs2)s1,1%,5%,-1%,-14%,-21%,-21%,16%,26%,3%[57.1 µM]
O=C(NCC1CCCO1)c1cn(-c2ccccc2)nc1-c1ccccc1 (stereo unspecified),-6%,-1%,-7%,-6%,-10%,13%,4%,42%[activator],26%
COc1ccc([C@H]2CC(=O)C=C(c3ccc4ncccc4c3)C2)cc1OC,3%,6%,18%,?,-12%,-3%,-1%,12%,11%[57.1 µM]
Cc1cc(CNC(=O)[C@H](C)[C@@H]2C[C@@]2(C)[C@@H](NC(=O)OCc2ccccc2)c2ccccc2)nn1C,11%,-6%,2%,-21%,5%,-6%,-12%,25%,6%

# Only part of the results is shown; rates above refer to the full screens.
